# High-throughput results from PubChem.
# TSG101-PTAP inh – qHTS Assay for Iinhibitors of HIV-1 Budding by Blocking the Interaction of PTAP/TSG101. Potency, µM (doses to about 115 µM), without a hit: top-dose activity change, negative = inhibition, most hits filed as inhibitors. Fluorescence polarization, FITC-PTAP peptide / Tsg101 binding. AID 493005, 2010. 340,000 tested, under 10 active. Tumor susceptibility gene 101 protein (Homo sapiens), Q99816; active means well fitted inhibition curve with a large enough effect in the main read-out, with a control signal flat, not every such curve was filed as active; inconclusive means small, poorly fitted or top-dose-only effect, or effect the other way, or a change in a side signal; inactive means no such curve, though single readings can be large or run the other way; further: potency means the concentration at half of the fitted maximal effect; % of control where 0% means no effect
#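 Fluorescence anisotropy tracks displacement of a FITC-tagged PTAP peptide (50 nM) from the Tsg101 binding domain (10 uM), following a 20 min room-temperature incubation at pH 7.5.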
# uPA generation – qHTS for Inhibitors of Cell Surface uPA Generation | AID 540303, 2011 | cell surface uPA generation assay, qHTS | 0.31% of 330,000 active | Potency, µM (highest dose often 38.3 µM), for the others: at the top dose activity change, negative = inhibition, actives largely listed as inhibitors; active means well fitted inhibition curve with a large enough effect; inconclusive means small, poorly fitted or top-dose-only effect; inactive means no such curve, though single readings can be large or run the other way; tested in mouse RAW 264.7 cells; further: potency means the concentration at half of the fitted maximal effect; on the % scale 0 is the no-effect control and ±100 the full control effect; nearly all actives have a fitted effect of over 55% in size
# BRCA1 expr act – qHTS Assay to Identify Small Molecule Activators of BRCA1 Expression | MCF7-BRCA1-FFLuc reporter, luminescence, 48 h; response scale: scaled: vehicle 0%, 10 µM genistein 100% | Potency, µM (series often up to 46.1 µM), inactives show at the highest dose activation, hits mostly activators | 1.1% of 380,000 active; further: potency means the concentration at half of the fitted maximal effect; nearly all actives have a fitted effect of over 80% in size; some results filed as inactive show a strong effect at the top dose
#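 First, MCF7-BRCA1-FFLuc cells (2000/well) attach for 2 h; next, compounds are pin-added and incubated 48 h at 37 °C; finally, luciferase reagent is added and luminescence read after 15 min.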
# Integrin act MD – qHTS for Activators of Integrin-Mediated Alleviation for Muscular Dystrophy; alpha7betagal myoblasts, beta-gal FDG fluorescence, 48 h; Potency, µM (series often up to 38.3 µM), inactives show at the highest dose activation, hits mostly activators; 0.064% of 350,000 active;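 further: potency means the concentration at half of the fitted maximal effect; 100% = response of the positive control SU9516; nearly all actives have a fitted effect of over 60% in size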
#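 Alpha7betagal+/- myoblasts (passage 13) were plated 16-24 hr, then exposed to compounds (1:260 dilution of DMSO stock) for 48 hours at 37C. After MPER lysis, β-galactosidase reporter activity was read as FDG fluorescence (ex 480/em 540) after 30 minutes.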
# ELG1 genotox – qHTS screen for small molecules that induce genotoxicity in human embryonic kidney (HEK293T) cells expressing luciferase-tagged ELG1. HEK293T ELG1-luciferase reporter, luminescence, 16 h. Potency, µM (series often up to 46 µM), for inactives: at the highest dose activity change, positive = activation, actives largely listed as activators. 1.3% of 330,000 active; further: potency means the concentration at half of the fitted maximal effect; % of control where 0% means no effect; nearly all actives have a fitted effect of over 60% in size
#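 Screening used a luciferase reporter fused to human ELG1 in HEK293T cells. Luminescence was read on a CCD plate imager after 16 hr exposure and 30 min ONE-Glo incubation.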
# TRPV1 ag – HTS Assay for Compounds that Act as Agonists of the Vanilloid Receptor 1. Transient receptor potential cation channel subfamily V member 1 (Homo sapiens), Q8NER1. TRPV1-expressing cells, Fluo-8 calcium influx, agonist mode. activation, % at 8.33 µM. 0.19% of 320,000 active; in the data active means activation above about 80%; inconclusive means between about 30% and that limit; further: 0% is about no effect
# Target sequence (Q8NER1 whole entry, looked up): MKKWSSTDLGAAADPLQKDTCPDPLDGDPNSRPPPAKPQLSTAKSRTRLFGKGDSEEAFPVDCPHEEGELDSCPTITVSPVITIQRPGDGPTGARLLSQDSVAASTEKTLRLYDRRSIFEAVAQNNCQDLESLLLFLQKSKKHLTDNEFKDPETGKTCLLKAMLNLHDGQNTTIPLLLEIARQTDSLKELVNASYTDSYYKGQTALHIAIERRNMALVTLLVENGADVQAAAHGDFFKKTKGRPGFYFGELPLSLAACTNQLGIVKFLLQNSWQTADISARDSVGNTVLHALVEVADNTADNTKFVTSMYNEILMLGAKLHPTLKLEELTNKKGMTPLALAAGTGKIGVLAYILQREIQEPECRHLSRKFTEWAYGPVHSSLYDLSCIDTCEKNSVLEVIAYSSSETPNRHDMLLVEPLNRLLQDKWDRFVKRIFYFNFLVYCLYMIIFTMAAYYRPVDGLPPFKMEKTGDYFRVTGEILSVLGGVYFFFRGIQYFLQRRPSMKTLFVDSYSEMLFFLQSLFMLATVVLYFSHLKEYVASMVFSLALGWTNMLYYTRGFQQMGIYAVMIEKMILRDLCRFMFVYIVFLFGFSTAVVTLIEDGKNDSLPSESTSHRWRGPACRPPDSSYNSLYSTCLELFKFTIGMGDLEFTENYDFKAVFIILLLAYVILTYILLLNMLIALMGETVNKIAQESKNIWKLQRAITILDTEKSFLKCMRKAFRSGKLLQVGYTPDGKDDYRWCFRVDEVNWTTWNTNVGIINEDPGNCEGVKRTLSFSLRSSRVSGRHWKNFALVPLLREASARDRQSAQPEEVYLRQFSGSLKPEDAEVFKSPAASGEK
#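 Fluo-8 calcium influx in TRPV1-expressing cells, kinetic read (ex 480/em 520 nm). Compound added and read 3 min for agonist activity, followed by capsaicin at EC20 final and 2 min further read for enhancement.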
# USP2a inh – qHTS Assay for Inhibitors of Ubiquitin-specific Protease USP2a Using CHOP2 as the Reporter. 0.01% of 330,000 active. USP2 core, Ub-CHOP2 coupled fluorogenic reporter, 485/531. Ubiquitin carboxyl-terminal hydrolase 2 (Homo sapiens), O75604. Potency, µM (doses to about 38.3 µM), inactives show at the highest dose activity change, negative = inhibition, hits mostly inhibitors;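 further: potency means the concentration at half of the fitted maximal effect; plate controls were DMSO wells for no effect and full inhibition by NEM control for full effect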
#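 Deubiquitinase activity read as fluorescence (485/531 nm) after Ub-CHOP2 cleavage activates the enterokinase reporter on its substrate; USP2 core 10nM, Ub-CHOP2 and substrate 25nM each, 30min compound preincubation then 60min RT; data normalized to NEM, curves fitted.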
# Eya2 inh – qHTS Assay for Inhibitors of the Phosphatase Activity of Eya2; Potency, µM (titrated, usually from 76.9 µM), inactives show at the top dose activity, negative = inhibition, most hits filed as inhibitors; recombinant Eya2, OMFP fluorescence dephosphorylation (OMFP is methylfluorescein phosphate); 0.006% of 330,000 active; further: potency means the concentration at half of the fitted maximal effect; on the % scale 0 is the no-effect control and ±100 the full control effect
#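 Eya2 protein (added as 0.2 uM solution) was preincubated with compound for 10 min at ambient temperature in 50 mM HEPES pH 7.5, 50 mM NaCl, 5 uM MgCl2, 0.05% BSA, 1 mM DTT. OMFP (added at 50 uM) then reacted 10 min; fluorescence read at 485/525 nm.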
# S-ASM inh – Inhibitors of Secretory Acid Sphingomyelinase (S-ASM): qHTS; AID 504937, 2011; Sphingomyelin phosphodiesterase (Homo sapiens), P17405; 0.006% of 340,000 active; Potency, µM (highest dose often 57.5 µM), for inactives: top-dose activity change, negative = inhibition, usual class: inhibitors; placental ASM, HMU-PC fluorogenic substrate, 60 min; further: potency means the concentration at half of the fitted maximal effect
#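 qHTS format. ASM enzyme prepared from human placenta hydrolyses the fluorogenic substrate HMU-PC0 (9 uM final) over 60 min at 37 °C after a 10 min compound preincubation.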
# p53 reactivator – qHTS assay for re-activators of p53 using a Luc reporter; 0.063% of 320,000 active; AID 504706, 2011; H1299 p53-A138V BP100-luciferase reporter, luminescence, 24 h; Potency, µM (series often up to 92.2 µM), for inactives: top-dose activity change, positive = activation, most hits filed as activators; further: potency means the concentration at half of the fitted maximal effect; % of control where 0% means no effect; nearly all actives have a fitted effect of over 45% in size
#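 p53-null H1299 cells stably carrying temperature-sensitive p53-A138V and a BP100-luciferase reporter were pinned with compounds (4-point, 1:5 series) and held 24 hrs at 37 deg C. Luminescence was read 10 min after detection reagent.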
# B2AR arrestin – qHTS assay of beta-arrestin-biased ligands of beta2-adrenergic receptor; beta-arrestin recruitment to beta2AR, cell-based reporter; Potency, µM (top dose mostly 46.1 µM), for inactives: at the highest dose activation, actives largely listed as activators; 0.02% of 330,000 active; AID 492947, 2010;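 further: potency means the concentration at half of the fitted maximal effect; 0% = DMSO controls and full agonism = EC100 isoproterenol or metaproterenol; nearly all actives have a fitted effect of over 65% in size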
# An asterisk follows results filed as active; ? = inconclusive; · = not tested or not shown; [ ] = dose if it differs, or a comment. Unless noted, the call rests on the fitted dose curve; in most records, active means well fitted curve in the direction sought with a large enough effect; inconclusive means small, poorly fitted or top-dose-only effect, or another doubt; inactive means no such curve, though single readings can be large; an effect the other way counts as inactive or inconclusive.
SMILES,TSG101-PTAP inh,uPA generation,BRCA1 expr act,Integrin act MD,ELG1 genotox,TRPV1 ag,USP2a inh,Eya2 inh,S-ASM inh,p53 reactivator,B2AR arrestin
COc1ccc(C2C(C(C)=O)=C(C)N=c3s/c(=C\c4cc(C)n(C)c4C)c(=O)n32)c(OC)c1 (stereo unspecified),?,1%,-38%,-48%[inhibitor],0%,?,16%,?,-21%,-9%,7.2%
COc1ccc(C(=O)N2CCN(CCNC(=O)C(=O)Nc3ccc(F)cc3)CC2)cc1OC,-1%,0%,7%,-14%,0%,0,3%,9%,0%,6%,0.4%
CCOC(=O)Nc1ccc(OC(=O)Oc2ccc(NC(=O)OCC)cc2)cc1,-4%,-4%,33%,-4%,·,·,·,·,1%,·,·
COc1ccc(N(C)S(=O)(=O)c2cccc(C(=O)Nc3ccc4c(c3)OCCO4)c2)cc1,-3%,4%,1%,?,-13%,29,-1%,-5%,-3%,-4%,-0.2%
Cc1cc(C)nc(N/N=C/c2ccccc2OCc2ccccc2)n1,-1%,5%,-2%,-10%,-2%,22,0%,-3%,-1%,8%,-1.8%
Cc1ccc(OC(=O)c2cncc(Br)c2)c(C)c1,-3%,6%,-2%,40%,-2%,-6,0%,-6%,-1%,9%,0.4%
COc1ccc(CCNC(=O)c2ccc3c(c2)NC(=O)C(C(C)C)N3)cc1OC (stereo unspecified),-2%,2%,-8%,-15%,12%,1,2%,3%,8%,-7%,-0.1%
O=C(NCCOCc1ccccc1)C(c1ccccc1)c1ccccc1,-3%,-3%,-28%,0%,-3%,?,-1%,-9%,-6%,14%,-0.2%
C[C@H](CCCC/C=C/C(=O)O)O[C@@H]1O[C@@H](C)[C@H](O)C[C@H]1O,-8%,-4%,-1%,31%,2%,-4,0%,1%,0%,-2%,0.0%
Cc1noc(C)c1CSc1nnc(-c2cccnc2)n1C1CCCCC1C (stereo unspecified),-2%,-4%,-18%,7%,5%,3,-1%,1%,-1%,-4%,-0.3%
Cc1nc2ccc(NC(=O)[C@H](C)N3C(=O)C4CC=CCC4C3=O)cc2s1 (stereo partly specified),-1%,14%,-14%,16%,1%,·,0%,4%,5%,-1%,0.0%
O=C(Nc1cccc(S(=O)(=O)N2CCCCC2)c1)c1ccccc1NS(=O)(=O)c1ccc(F)cc1,0%,-9%,-87%[inhibitor],?,-11%,-2,-18%,-9%,24%,2%,-0.1%
CC(C)c1nnc(NC(=O)c2cc3cc(Br)ccc3oc2=O)s1,-1%,0%,8%,4%,3%,10,2%,-4%,-3%,1%,3.0%
COc1ccccc1C(=O)OCC(=O)c1ccc(CNC(C)=O)s1,-10%,7%,-6%,9%,0%,·,-1%,5%,-3%,9%,-0.4%
Cc1ccc(S(=O)(=O)Nc2cccc(-n3cnnn3)c2)cc1C(=O)O,-3%,2%,-16%,18%,1%,-2,3%,-1%,6%,2%,-0.4%
CC1CCN(C(=O)C2CCC(=O)N(Cc3ccc(Cl)cc3)C2)CC1 (stereo unspecified),-2%,5%,4%,9%,3%,?,3%,10%,-1%,1%,0.1%
COc1cccc(OC)c1NC(=O)C1CCCN1C(=O)Nc1cccc(Cl)c1 (stereo unspecified),-6%,-1%,12%,-33%,-3%,3,-2%,-25%,-5%,-8%,-0.2%
COC(=O)c1ccc(NC(=O)CSc2nc(C)cc(=O)[nH]2)cc1,-6%,2%,8%,20%,0%,-3,1%,-11%,-1%,0%,-0.1%
N#CCC(CNc1ncc(C(F)(F)F)cc1Cl)OC(=O)c1cccc(C(F)(F)F)c1 (stereo unspecified),-4%,0%,-20%,-8%,3%,25,-10%,-28%,-8%,-13%,-0.2%
CS(=O)(=O)c1ccc2nc(NC(=O)c3ccc(S(=O)(=O)NCC4CCCO4)cc3)sc2c1 (stereo unspecified),0%,-3%,-6%,18%,-12%,0,-7%,9%,-7%,-1%,-0.1%
CCS(=O)(=O)Nc1cccc(C2=NN(S(=O)(=O)c3ccc(C)cc3)C(c3cccs3)C2)c1 (stereo unspecified),3%,1%,-62%,5%,0%,8,-14%,2%,-6%,-5%,-1.5%
Cc1nn(CC(=O)N2CCC(C(N)=O)CC2)c(=O)c2nn(-c3ccccc3)c(C)c12,-6%,-17%,-1%,?,2%,1,-2%,-5%,3%,-2%,0.1%
CNCC(=O)Nc1ccc(OC(F)(F)F)cc1,-6%,-16%,11%,-31%,2%,-1,3%,-3%,3%,0%,-0.3%
O=C(c1ccc(CNS(=O)(=O)c2cccc(C(F)(F)F)c2)cc1)N1CCOCC1,-5%,·,11%,10%[7.66 µM],-8%,-7,4%,-8%,1%,-11%,0.1%
O=S(=O)(Nc1nccs1)c1ccc(NCc2cc(Br)cc(Br)c2O)cc1,-12%,-10%,2%,-15%,3%,·,0%,-21%,-9%,-1%,-0.7%

# Brought forward from above: three entries, followed by the next part.
SMILES,TSG101-PTAP inh,uPA generation,BRCA1 expr act,Integrin act MD,ELG1 genotox,TRPV1 ag,USP2a inh,Eya2 inh,S-ASM inh,p53 reactivator,B2AR arrestin
CNCC(=O)Nc1ccc(OC(F)(F)F)cc1,-6%,-16%,11%,-31%,2%,-1,3%,-3%,3%,0%,-0.3%
O=C(c1ccc(CNS(=O)(=O)c2cccc(C(F)(F)F)c2)cc1)N1CCOCC1,-5%,·,11%,10%[7.66 µM],-8%,-7,4%,-8%,1%,-11%,0.1%
O=S(=O)(Nc1nccs1)c1ccc(NCc2cc(Br)cc(Br)c2O)cc1,-12%,-10%,2%,-15%,3%,·,0%,-21%,-9%,-1%,-0.7%
COc1ccccc1/C=C/CN1CCNC(=O)C1CC(=O)NCCc1cnccn1 (stereo unspecified),2%,0%,-10%,14%,5%,-1,1%,3%,3%,1%,-0.7%
CCn1c(SCC(=O)n2c(C)c(C)c3ccccc32)nnc1-c1ccco1,-10%,3%,27%,19%,0%,15,-2%,-5%,7%,-12%,0.1%
CC(C)(C)[C@H]1COC(=O)[C@H](NC(=O)OCC2c3ccccc3-c3ccccc32)C/C=C\C[C@@H](CC(=O)N(CCO)Cc2ccccc2)C(=O)N1,-12%,?,-46%,-13%,-12%,·,-23%,-26%,-12%,10%,-1.0%
CC(NC(c1ccccc1)c1ccccc1)C(=O)N1CCCc2ccccc21 (stereo unspecified),0%,0%,-38%,2%,-4%,24,-12%,-2%,-4%,-5%,-0.3%
CCOC(=O)c1sc(=S)n(C)c1NC(=O)c1cccc(Br)c1,0%,13%,-46%,-40%,-10%,0,1%,-4%,1%,1%,0.4%
COc1ccccc1CNC(=O)COC(=O)CCC(=O)c1cccs1,-6%,3%,2%,3%,-1%,?,0%,-2%,1%,-2%,0.1%
Cc1ccc(SCC(=O)Nc2ccc(N3CCN(c4ccccc4)CC3)c(F)c2)cc1,-6%,1%,4%,2%,1%,1,-1%,12%,4%,6%,0.1%
CCOc1ccc(CN2CCNC(=O)C2CC(=O)NC2CCOCC2)cc1 (stereo unspecified),·,6%,-3%,-51%[inhibitor],-4%,-2,7%,8%,7%,3%,-0.4%
CSc1nsc(SCC(=O)NC2CCCCC2)n1,0%,1%,40%,15%,6%,9,-1%,3%,3%,21%,0.2%
CC1CN(C(=O)CNC(=O)COc2ccccc2)CC(C)O1 (stereo unspecified),-5%,-11%,-11%,10%,3%,·,2%,-25%,2%,-1%,0.1%
CCN1CCN(c2ccc(S(=O)(=O)N3CCCCC3)cc2NC(=O)c2cccc(Cl)c2)CC1,-5%,-9%,-7%,-21%,-3%,-1,-1%,-18%,-1%,-3%,-0.9%
O=C(O)c1ccc(Oc2ccccc2)o1,-3%,4%,-5%,-32%,-1%,-1,1%,9%,-2%,3%,-0.4%
COc1cc(S(=O)(=O)Nc2ccc(C)cc2)ccc1N=Cc1c(C)[nH]n(-c2ccc(C)cc2)c1=O,-1%,-10%,-36%,19%,2%,0,-4%,3%,-23%,1%,-0.5%
